FBPA coupling cs: qHTS Assay for Inhibitors of Fructose-1,6-bisphosphate Aldolase from Giardia Lamblia: Coupling assay counterscreen. coupling enzyme system counterscreen, AmpLite Red fluorescence. activity change, negative = inhibition, % at 58.2 µM, hits read low. 290,000 tested, 0.67% active. AID 2472, 2010; in the data active means activity change below about -30%; further: on the % scale 0 is the no-effect control and ±100 the full control effect
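Final compound at 57.5 uM, incubated 10 min at RT with coupling enzyme reagent (glyceraldehyde-3-phosphate), then 20 min with substrate and AmpLite Red detection. Fluorescence read at 525/598 nm; tests interference with the coupling assay, not aldolase inhibition.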
B2AR arrestin: qHTS assay of beta-arrestin-biased ligands of beta2-adrenergic receptor. Beta-2 adrenergic receptor (Homo sapiens), P07550. beta-arrestin recruitment to beta2AR, cell-based reporter. Potency, µM (series often up to 46.1 µM), for the others: at the top dose activation, hits mostly activators. 330,000 tested, 0.02% active. AID 492947, 2010;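 further: potency means the concentration at half of the fitted maximal effect; 0% = DMSO controls and full agonism = EC100 isoproterenol or metaproterenol; nearly all actives have a fitted effect of over 65% in size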
hERG WT inh: qHTS for Inhibitors of KCHN2 3.1: Wildtype qHTS; activity change, % at 1.84 µM; 340,000 tested, 0.37% active; U2OS, BacMam KCNH2, thallium flux FluxOr; active compounds read low;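 active means maximum activity change below -70%; inconclusive means maximum activity change between -70% and -50%; inactive means maximum activity change above -50%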; further: on the % scale 0 is the no-effect control and ±100 the full control effect
Target sequence (Q12809 whole entry, looked up): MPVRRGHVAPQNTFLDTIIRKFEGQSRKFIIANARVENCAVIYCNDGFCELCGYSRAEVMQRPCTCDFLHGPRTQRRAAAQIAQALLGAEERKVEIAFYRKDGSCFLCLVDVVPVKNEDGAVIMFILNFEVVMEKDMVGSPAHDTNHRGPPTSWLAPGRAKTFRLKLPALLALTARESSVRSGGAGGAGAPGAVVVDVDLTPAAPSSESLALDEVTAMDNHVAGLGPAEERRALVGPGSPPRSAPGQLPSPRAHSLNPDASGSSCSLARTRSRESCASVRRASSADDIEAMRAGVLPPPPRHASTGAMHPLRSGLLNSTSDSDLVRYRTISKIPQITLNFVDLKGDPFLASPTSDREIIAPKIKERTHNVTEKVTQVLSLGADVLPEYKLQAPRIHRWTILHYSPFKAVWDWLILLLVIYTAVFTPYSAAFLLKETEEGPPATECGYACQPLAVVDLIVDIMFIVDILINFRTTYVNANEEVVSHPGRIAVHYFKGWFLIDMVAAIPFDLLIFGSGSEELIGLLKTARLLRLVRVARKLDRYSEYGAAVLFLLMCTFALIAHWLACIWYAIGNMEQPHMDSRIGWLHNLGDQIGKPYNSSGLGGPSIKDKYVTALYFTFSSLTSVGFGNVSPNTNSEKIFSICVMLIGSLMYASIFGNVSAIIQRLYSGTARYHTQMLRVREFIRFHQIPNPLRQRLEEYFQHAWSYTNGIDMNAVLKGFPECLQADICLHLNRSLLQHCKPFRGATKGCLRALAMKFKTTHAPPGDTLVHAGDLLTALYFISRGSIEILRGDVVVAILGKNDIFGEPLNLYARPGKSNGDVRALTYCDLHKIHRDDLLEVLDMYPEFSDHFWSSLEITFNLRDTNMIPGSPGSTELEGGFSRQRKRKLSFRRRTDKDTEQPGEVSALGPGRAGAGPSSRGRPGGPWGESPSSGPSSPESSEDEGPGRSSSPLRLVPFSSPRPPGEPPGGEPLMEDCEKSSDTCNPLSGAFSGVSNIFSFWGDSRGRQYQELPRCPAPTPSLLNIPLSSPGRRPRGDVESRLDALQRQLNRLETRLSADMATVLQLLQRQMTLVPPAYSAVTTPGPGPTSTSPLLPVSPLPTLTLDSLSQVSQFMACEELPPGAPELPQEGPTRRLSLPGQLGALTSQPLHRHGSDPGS
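U2OS cells transduced with wild-type KCNH2 virus are loaded with FluxOr dye for 45 min, and thallium flux is measured in kinetic reads before and after stimulation buffer. Rate constants are normalized to DMSO controls.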
PKM2 act: qHTS Assay for Activators of Human Muscle isoform 2 Pyruvate Kinase. 260,000 tested, 0.34% active. Pyruvate kinase PKM (Homo sapiens), P14618. purified PKM2, Kinase-Glo ATP luminescence, activation; response scale: 0% is enzyme alone, no compound. Potency, µM (series often up to 57.5 µM), without a hit: at the highest dose activation, actives largely listed as activators; further: potency means the concentration at half of the fitted maximal effect; on the % scale 0 is the no-effect control and ±100 the full control effect; nearly all actives have a fitted effect of over 55% in size
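Purified hPK-M2 (>95%) run at intermediate activity with 0.1 mM ADP and 0.5 mM PEP in 50 mM imidazole pH 7.2, KCl, MgCl2; 1 h room temperature. ATP formed read by Kinase-Glo luminescence; normalized to uninhibited and no-enzyme controls.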
USP2a block: qHTS Assay for Inhibitors of Ubiquitin-specific Protease USP2a Using CHOP2 as the Reporter; Ubiquitin carboxyl-terminal hydrolase 2 (Homo sapiens), O75604; USP2 core, Ub-CHOP2 coupled fluorogenic reporter, 485/531; Potency, µM (top dose mostly 38.3 µM), for the others: top-dose activity change, negative = inhibition, most hits filed as inhibitors; 330,000 tested, 0.01% active; AID 463254, 2010;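 further: potency means the concentration at half of the fitted maximal effect; plate controls were DMSO wells for no effect and full inhibition by NEM control for full effect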
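Deubiquitinase activity read as fluorescence (485/531 nm) after Ub-CHOP2 cleavage activates the enterokinase reporter on its substrate; USP2 core 10nM, Ub-CHOP2 and substrate 25nM each, 30min compound preincubation then 60min RT; data normalized to NEM, curves fitted.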
KCNH2 3.1 inh: qHTS for Inhibitors of KCHN2 3.1: Mutant qHTS | 340,000 tested, 0.95% active | activity change, % (tested at about 1.8 µM) | U2OS KCNH2 3.1, thallium flux FluxOr; active compounds read low | Potassium voltage-gated channel subfamily H member 2, brain isoform KCNH2 3.1 (human) | AID 720553, 2013;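 active means maximum activity change below -70%; inconclusive means maximum activity change from -70% to -50%; inactive means maximum activity change above -50%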;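 further: thallium influx rate constant from kinetic fluorescence after stimulation buffer; on the % scale 0 is the no-effect control and ±100 the full control effect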
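Virally transduced U2OS (3.1 isoform, 4 h infection in dark at RT) → overnight 37 C → FluxOr + Red40 in HBSS/HEPES, 45 min → stimulation buffer, 2 min kinetic read → rate constant vs DMSO controls.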
MLL CXXC-DNA inh: qHTS Fluorescence Polarization Assay for Inhibitors of MLL CXXC domain - DNA interaction; 290,000 tested, 0.037% active; MLL-CXXC / FITC-HOXA9 DNA fluorescence polarization; AID 2662, 2010; Histone-lysine N-methyltransferase 2A (Homo sapiens), Q03164; Potency, µM (doses to about 115 µM), for inactives: at the top dose activity change, negative = inhibition, hits mostly inhibitors; active means well fitted inhibition curve with a large enough effect in the polarisation, with a control signal flat, not every such curve was filed as active; inconclusive means small, poorly fitted or top-dose-only effect, or effect the other way, or a change in a side signal; inactive means no such curve, though single readings can be large or run the other way; the % refers to the polarisation; further: potency means the concentration at half of the fitted maximal effect
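Fluorescence polarization: 7 uM MLL-CXXC (stock) preincubated 5 min with compounds, then 50 nM fluorescein-HOX-A9 DNA (stock) added; 30 min ambient. Buffer 50 mM Tris-HCl pH 7.5, 50 mM NaCl, 1 mM DTT, 0.05% BSA.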
GALK inh: qHTS Assay for Inhibitors of Human Galactokinase (GALK). Purified GALK, Kinase-Glo residual ATP luminescence. Potency, µM (highest dose often 57.5 µM), for inactives: at the top dose activity change, negative = inhibition, usual class: inhibitors. P51570. 270,000 tested, 0.007% active; further: potency means the concentration at half of the fitted maximal effect; on the % scale 0 is the no-effect control and ±100 the full control effect
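Human GALK (5 nM) with 35 uM ATP and 100 uM galactose in 20 mM HEPES pH 8.0, 5 mM MgCl2, 60 mM NaCl, 1 mM DTT, 0.01% BSA. After 1 h at room temperature, leftover ATP was read by Kinase-Glo Plus luminescence.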
Giardia kill: Small Molecules that selectively kill Giardia lamblia: qHTS. Giardia lamblia trophozoite viability. activity change, % at 7.66 µM, hits read low. 340,000 tested, 0.15% active. AID 540267, 2011; in the data active means activity change below about -80%; inconclusive means between about -30% and that limit;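 further: parasites exposed to compound for two days anaerobically before the ATP read; on the % scale 0 is the no-effect control and ±100 the full control effect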
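ATP-content bioluminescence gauges trophozoite survival. Cells (100/well) receive compound and incubate anaerobically for 48 hrs at 37 deg C; detection reagent follows for 15-30 min at room temperature.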
Menin MLL FP TR: qHTS Assay for Inhibitors Targeting the Menin-MLL Interaction in MLL Related Leukemias: Competition With Texas Red Labeled MLL-derived Mutant Peptide; Menin + Texas Red MLL mutant peptide, fluorescence polarization; 270,000 tested, 0.23% active; Potency, µM (series often up to 61.6 µM), without a hit: at the highest dose FP activity change, negative = inhibition, hits mostly inhibitors; AID 1768, 2009; O00255; active means well fitted inhibition curve with a large enough effect in the polarisation, with a control signal flat, not every such curve was filed as active; inconclusive means small, poorly fitted or top-dose-only effect, or effect the other way, or a change in a side signal; inactive means no such curve, though single readings can be large or run the other way; the % refers to the polarisation; further: potency means the concentration at half of the fitted maximal effect; % of control where 0% means no effect; many of its hits are not listed in these tables
TRPV1 ag: HTS Assay for Compounds that Act as Agonists of the Vanilloid Receptor 1; Transient receptor potential cation channel subfamily V member 1 (Homo sapiens), Q8NER1; TRPV1-expressing cells, Fluo-8 calcium influx, agonist mode; activation, % at 8.33 µM; 320,000 tested, 0.19% active; in the data active means activation above about 80%; inconclusive means between about 30% and that limit; further: 0% is about no effect
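Cells expressing TRPV1 were dye-loaded with Fluo-8 and read kinetically: 10 s baseline, 3 min after compound (agonist portion), then 2 min after EC20 capsaicin (allosteric enhancer portion). Calcium-bound dye fluorescence at 480/520 nm.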
Numbers without * were called inactive; i = inactive; ? = inconclusive; . = not tested or not shown; [ ] = dose if it differs, or a comment. Unless noted, the call rests on the fitted dose curve; in most records, active means well fitted curve in the direction sought with a large enough effect; inconclusive means small, poorly fitted or top-dose-only effect, or another doubt; inactive means no such curve, though single readings can be large; an effect the other way counts as inactive or inconclusive. The list is partial; rates above refer to the full screens.

SMILES	FBPA coupling cs	B2AR arrestin	hERG WT inh	PKM2 act	USP2a block	KCNH2 3.1 inh	MLL CXXC-DNA inh	GALK inh	Giardia kill	Menin MLL FP TR	TRPV1 ag
COC(=O)C1=C(C)N(Cc2ccc(C)cc2)C(=O)/C1=C\c1ccc(O)c(OC)c1	-12	?	-2	1%	-2%	3	-9%	-2%	2	11%	1
O=C(O)Cc1n[nH]c(=O)c2ccccc12	1	-0.7%	-1	-3%	4%	34	10%	.	0	-1%	-3
Cc1cc(C)c(S(=O)(=O)n2c([N+](=O)[O-])cnc2C)cc1C	2	-0.6%	12	9%	-5%	-14	5%	-2%	-2	3%	3
COC(=O)c1ccc(NC(=O)CCN2CCN(c3ccccc3)CC2)cc1	0	-0.1%	8	-4%	0%	-2	0%	1%	-11	5%	?
CC1=C(C(=O)OC2CCCCC2)C(c2ccccc2)NC(=O)N1 (stereo not given)	-1	-0.2%	2	0%[11.5 µM]	-1%	1	-8%	-7%	-3	-16%	-3
CCOc1ccc(NC(=O)c2ccc(OC)cc2)cc1	1	-0.5%	0	-11%	1%	-46	23%	1%	-8	1%	-4
CCOC(=O)c1c(NC(=O)C2c3ccccc3Oc3ccccc32)sc(C(=O)N(CC)CC)c1C	-9	0.0%	-9	8%	-18%	-2	-16%	-1%	4	-8%	1
CCNC(=O)COC(=O)c1csc2c1CCCC2	2	0.0%	2	0%	-2%	-4	7%	1%	2	-2%	?
O=C(OCC(=O)c1ccc[nH]1)c1cncc(Br)c1	.	0.2%	-6	.	1%	0	.	.	-26	.	2
O=C1NC[C@@H](c2ccccc2)OC(=O)[C@@H](Cc2ccc(F)cc2)CC/C=C/C[C@H]1CC(=O)N(CCO)Cc1ccccc1	.	-0.1%	6	.	-20%	-27	.	.	-22	.	.
Nc1nc(SCC(=O)c2ccc(F)cc2)n[nH]1	0	0.3%	-7	-1%	-2%	1	13%	11%	-22	-10%	-7
C=CCSc1nnc(NC(=O)CSc2nc(CCC)cc(=O)[nH]2)s1	4	0.1%	3	-2%	-2%	12	14%	3%	1	3%	7
C/C(CC(=O)NC(C)(C)C)=N\NC(N)=S	-1	2.8%	i	-8%	0%	-22	-2%	-3%	-3	4%	0
Cc1nn(-c2ccccc2Cl)c2sc(C(=O)Nc3nnc(C4CC4)s3)cc12	3	-0.4%	-1	-2%	0%	1	0%	1%	2	-12%	-1
CC(=O)c1ccc(N2CCN(c3ncccn3)CC2)cc1	1	0.1%	29	0%	-3%	22	2%	11%	-5	-14%	3
COC(=O)C(C)N(C(=O)c1ccc(Cl)cc1)c1c(C)cccc1C (stereo not given)	0	0.3%	20	-4%	-5%	-2	-5%	1%	11	-14%	19
CC(C)(C)CC(=O)Nc1nnc(SCC(=O)Nc2ccccc2F)s1	1	0.0%	-4	8%	6%	11	-1%	0%	-1	14%	8
O=C(c1cnccn1)N1CCCC(N2CCN(c3cccc(Cl)c3)CC2)C1 (stereo not given)	.	-0.3%	6	-7%	-1%	.	30%	-3%	6	.	1
COc1ccc(-c2nc3ccc(C(=O)NCCCN4CCOCC4)cc3nc2-c2ccc(OC)cc2)cc1	-3	0.1%	-18	0%[0.46 µM]	-13%	4	-1%	6%	12	-8%	0
O=C(NCc1ccccn1)c1cccc(NS(=O)(=O)c2ccccc2)c1	.	0.3%	-22	.	1%	-7	.	.	3	.	1
CCN(c1ccc(C)cc1)S(=O)(=O)c1nnc(NC(=O)c2ccco2)s1	0	-0.4%	-3	-10%	0%	-24	14%	-5%	-1	?	2
CCSc1nnc(NC(=O)C2CSC3(C)CCC(=O)N23)s1 (stereo not given)	.	-0.5%	6	.	2%	8	.	.	32[activator]	.	.
COc1cccc(CNc2ccc(C)c(Cl)c2)c1	-3	-0.3%	-12	3%	3%	10	-3%	1%	-19	8%	-6
COC(=O)c1ccc(CSc2nncn2C)cc1	4	0.3%	3	0%	3%	22	3%	6%	4	0%	-5
COCc1ccc(C(=O)N2CCCC(C(=O)c3ccc(SC)cc3)C2)o1 (stereo not given)	-2	-0.2%	-1	7%	-1%	-10	-10%	-3%	-4	?	14
C=CCn1c(C)cc(-c2csc(NCC)n2)c1C	-9	-0.2%	-7	1%	6%	4	5%	6%	30[activator]	-29%	3
Cc1cc(OCC(=O)N(C)c2c(N)n(Cc3ccccc3)c(=O)[nH]c2=O)c(C(C)C)cc1Cl	.	0.6%	-1	.	-1%	-5	.	.	10	.	-1
CCOC(=O)Cc1csc(NC(=O)c2ccc([N+](=O)[O-])cc2[N+](=O)[O-])n1	3	-0.1%	3	-6%	3%	2	-8%	5%	-5	-5%	3
O=C(Cn1ncc2c([nH]c3ccccc32)c1=O)N1CCCCC1	-3	-0.6%	-6	.	0%	-11	-5%	9%	-19	-5%	3
COc1cccc(C(=O)NCCNC(=O)c2cnccn2)c1	-2	0.1%	2	-3%	0%	9	5%	-1%	-3	-15%	1
COc1ccc(N2CCN(CC(=O)NC(C)c3ccccc3)CC2)cc1 (stereo not given)	-1	-1.1%	-8	0%	-1%	12	0%	4%	-2	-6%	0
Cc1c(C(=O)N2CCCCCC2)c(S(=O)(=O)Nc2cccc(F)c2)c(C)n1C	.	-1.2%	5	.	1%	-1	-6%	5%	?	.	-4
CC(=O)Oc1ccc(C(=O)Nc2cccc3c2CCCC3)cc1	-4	0.1%	14	-2%	2%	2	11%	-1%	-8	13%	3
C/C(=N\NC(N)=S)c1ccc2c(c1)OCCO2	3	2.8%	-2	-2%	-2%	1	-8%	1%	10	.	5
CCOc1c(Br)cc(/C=C(\C#N)C(=O)NC2CC2)cc1OC	.	-1.6%	-8	-5%	0%	-12	2%	-8%	-18	.	?
CCCC1=C(C(=O)OCC)C(c2cccnc2)n2nc(C)nc2N1 (stereo not given)	3	-0.4%	-3	0%	8%	12	-8%	1%	-4	.	2
COc1cccc(/C=N/Nc2nc(N3CCCC3)nc(N3CCCC3)n2)c1O	4	0.0%	-10	-5%	2%	-7	12%	6%	-2	18%	9
NS(=O)(=O)c1ccc(CNC(=O)C2CCCCC2)cc1	1	-0.4%	17	-13%	2%	0	7%	0%	-13	0%	-1
O=C(CSc1nc(=O)n(CCN2CCOCC2)c2c1CCCC2)Nc1ccc([N+](=O)[O-])cc1	.	0.3%	11	.	1%	-15	.	.	-30	.	0
Nc1c(S(=O)(=O)c2cccs2)c2nc3ccccc3nc2n1Cc1ccc2c(c1)OCO2	-1	-2.7%	-5	9%	2%	-2	2%	0%	-1	?	2
CNc1nc(Nc2ccc(C)c(Cl)c2)c2cnn(C)c2n1	-5	0.2%	.	.	1%	-19	-2%	3%	-4	53%[activator]	?
Cc1ccc(S(=O)(=O)N2CCCNCC2)cc1	2	0.2%	4	0%	1%	-16	4%	0%	20	-17%	0
COCCCNC(=O)c1ccc(CNS(=O)(=O)c2ccc(NC(C)=O)cc2)cc1	5	4.5%	-5	-2%	16%	19	3%	0%	-8	-2%	-4
COCCn1c(=O)c2c(nc3n2CCCN3CCc2ccccc2)n(C)c1=O	1	-0.3%	-3	.	2%	12	11%	.	18	14%	0
COc1cc2c(C(=O)N(C)c3cc(Cl)ccc3OC)cn(C)c(=O)c2cc1OC	3	0.3%	5	.	5%	-34	12%	0%	-25	-14%	1
c1ccc(-c2onc3cc4c(cc23)OCCO4)cc1	-6	0.0%	2	-14%	1%	-4	2%	0%	24	17%	24
CCOC(=O)COc1c(OC)cc(Cl)cc1C1Nc2ccccc2C(=O)N1c1ccccc1 (stereo not given)	3	0.2%	0	5%	?	5	2%	-2%	-3	-12%	25
O=C(CCCN1C(=O)/C(=C\c2cccs2)SC1=S)Nc1ccccn1	-1	-0.2%	0	8%	4%	-10	3%	5%	-17	29%	5
COC(=O)c1ccccc1N(Cc1ccccc1)S(C)(=O)=O	0	0.3%	-10	-3%	1%	-5	2%	10%	-13	4%	-2
